Polio RdRp inh = poliovirus RdRp elongation inhibitors, primary screen, biochemical, fluorescence polarization, total intensity. poliovirus polymerase elongation; hits give low values. % elongation, % (compound at 16.7 µg/mL). actives 0.66% (n = 150,000); in the data active means % elongation below about 90%; further: some results filed as inactive read as strong as hits
Target sequence (P03300 1749-2209 limits assumed): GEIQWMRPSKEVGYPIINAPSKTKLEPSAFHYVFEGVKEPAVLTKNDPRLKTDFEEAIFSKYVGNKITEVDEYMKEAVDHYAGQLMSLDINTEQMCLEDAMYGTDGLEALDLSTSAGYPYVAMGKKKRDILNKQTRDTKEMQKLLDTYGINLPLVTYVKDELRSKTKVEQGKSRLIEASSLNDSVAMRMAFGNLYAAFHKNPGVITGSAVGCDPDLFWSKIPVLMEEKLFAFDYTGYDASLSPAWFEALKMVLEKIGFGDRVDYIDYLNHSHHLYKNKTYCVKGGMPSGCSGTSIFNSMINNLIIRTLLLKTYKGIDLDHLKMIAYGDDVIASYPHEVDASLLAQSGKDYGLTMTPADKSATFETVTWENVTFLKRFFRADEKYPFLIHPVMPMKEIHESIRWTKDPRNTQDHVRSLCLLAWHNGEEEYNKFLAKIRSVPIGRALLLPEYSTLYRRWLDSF
Polio RdRp inh FP z-score = second read-out of Polio RdRp inh, no call of its own (marks repeat the call); z-score; measured here: FP z-score; hits read low
The depositor's hits bear a star.

molecule,Polio RdRp inh,Polio RdRp inh FP z-score
Nc1c(-c2nc(-c3ccc(Cl)cc3)no2)nnn1-c1ccc(C(F)(F)F)c(Cl)c1,117.0,0.3
CCCN(CC(=O)Nc1ccc(F)c(F)c1F)CC(=O)Nc1c(C)n(C)n(-c2ccccc2)c1=O,102.0,-0.2
Cc1ccc2c(c1)N(C(=O)c1ccco1)C(C)(C)c1ssc(=S)c1-2,104.0,0.5
CC1SC(c2ccc(F)cc2)NC1=O (configuration not stated),106.0,0.3
CCOc1ccccc1NC(=O)c1cnn2c(C(F)F)cc(-c3ccccc3)nc12,103.0,-0.2
COC(=O)c1cc2cc(Br)ccc2oc1=O,102.0,0.1
O=C(c1ccc2ccccc2n1)n1nc2ccccc2n1,105.0,0.7
CCOC(=O)c1c(/C=C/C(=O)O)c(C)n(CC)c1C,100.0,-0.3
CCOC(=O)CSc1nc2cccnc2s1,96.0,-1.3
COc1ccc(N2CCN(c3c(S(=O)(=O)c4ccccc4)cnc4ccc(Cl)cc34)CC2)cc1,101.0,-0.8
Cc1cc(=O)oc2cc(OCC(=O)OCc3cn4cc(Cl)ccc4n3)ccc12,105.0,0.3
COC(C(=O)Nc1ccc2c(c1)OCO2)c1ccccc1 (configuration not stated),100.0,0
CCC(C)Nc1nc(-c2ccc(Cl)cc2)cs1 (configuration not stated),104.0,0.7
N#Cc1ccc(COC(=O)c2cncn2-c2ccc(F)cc2)cc1,101.0,-0.1
CCOc1ccc(NC(=O)Cn2c(=O)c(CNc3ccccc3)cc3cc4c(cc32)OCCO4)cc1,100.0,-1
Cc1ccc2cc3c(=O)n(C)c(=O)n(C)c3nc2c1,103.0,0.2
O=C(CCN1CCN(C(c2ccccc2)c2ccccc2)CC1)N/N=C/c1ccc(O)cc1O,101.0,0.2
CN1CCN(C(C#N)c2ccc(O)cc2)CC1 (configuration not stated),104.0,0.2
Cc1cc(Nc2cccc(Cl)c2)nc2ccc(NC(=O)Cc3cccc(C(F)(F)F)c3)cc12,106.0,0.1
CC(C)c1ccc(NN2C(=O)CC(c3ccccc3)C2=O)cc1 (configuration not stated),102.0,-0.2

Going on with the list.
molecule,Polio RdRp inh,Polio RdRp inh FP z-score
Cc1nc(SC2CCCCN(C(=O)c3ccc(Cl)cc3)C2=O)c2c3c(sc2n1)CCCC3 (configuration not stated),100.0,-0.3
COc1ccc(-c2ccc(CCC(=O)O)n2-c2ccccc2O)cc1,105.0,0.1
N#Cc1c(NC(=O)C2CCCO2)sc2c1CCC2 (configuration not stated),103.0,0.2
Cc1c(NC(=O)c2sc3ccccc3c2Cl)cccc1-c1nc2ccccc2o1,100.0,-0.8
COC(=O)c1nc[nH]c1C(=O)OC,100.0,-0.4
COc1ccc(C(=O)N2CCN(c3ccc(N4CCOCC4)nn3)CC2)cc1,102.0,0.3
COC(=O)c1c(I)cnn1C,99.0,-0.5
Cc1ccc(CNC(=O)c2ccc3c(c2)CCN3S(=O)(=O)c2ccccc2)cc1,105.0,-0.4
S=C(NCCN1CCCCC1)NCC1CCCO1 (configuration not stated),101.0,0.1
Cc1cccc(NC(=O)Nc2cccs2)c1C,111.0,0.3
Cc1ccccc1Cn1cccc(C(=O)Nc2cc(Cl)ccc2C#N)c1=O,106.0,-0.4
Cc1cccc(NC(=O)C(=O)NCC(c2ccc3c(c2)OCO3)N2CCN(C)CC2)c1C (configuration not stated),107.0,0
OC1(C#CCN2CCOCC2)CCCCC1,98.0,-0.8
CC(C)OC(=O)CSc1nc2cccnc2n1C1CCCCC1,106.0,1
Cc1noc(C)c1C(=O)NCCCc1ccccc1,101.0,0.2
CCN(CC)C(=O)c1cc2cccnc2n(Cc2ccccc2)c1=O,103.0,1.4
Cn1c(NC(=O)c2ccccc2)nc2ccccc21,101.0,-0.1
COc1ccc(Cl)cc1NC(=O)NCCc1c(C)nn(C)c1C,109.0,0.6
COc1cccc(/C=N/NC(=O)CSCc2ccccc2)c1O,102.0,0.1
CCOc1ccc(NC(=O)/C(C#N)=C\c2ccc(-c3ccc(Cl)cc3)o2)cc1,104.0,0.1

Another view of four compounds above.
Cc1ccccc1Cn1cccc(C(=O)Nc2cc(Cl)ccc2C#N)c1=O
  Polio RdRp inh: 106.0	Polio RdRp inh FP z-score: -0.4
Cc1cccc(NC(=O)C(=O)NCC(c2ccc3c(c2)OCO3)N2CCN(C)CC2)c1C (configuration not stated)
  Polio RdRp inh: 107.0	Polio RdRp inh FP z-score: 0
OC1(C#CCN2CCOCC2)CCCCC1
  Polio RdRp inh: 98.0	Polio RdRp inh FP z-score: -0.8
CC(C)OC(=O)CSc1nc2cccnc2n1C1CCCCC1
  Polio RdRp inh: 106.0	Polio RdRp inh FP z-score: 1

Continued.
molecule,Polio RdRp inh,Polio RdRp inh FP z-score
CS(=O)(=O)N1CCCc2cc(C(=O)Nc3cccc(C(F)(F)F)c3)ccc21,106.0,0.1
COc1cc(NC(=O)NCCN2CCCc3ccccc32)cc(OC)c1OC,100.0,0
CN1C(=O)/C(=C/c2cn(CC(=O)O)c3ccccc23)c2ccccc21,101.0,0
COc1ccc(NC(=O)C2CCN(C3=NS(=O)(=O)C(c4ccc(C)c(C)c4)=C3C)CC2)c(OC)c1,104.0,-0.1
COc1ccccc1CSc1nc2n(n1)C(c1ccccc1)C(C(=O)Nc1ccc(C)cc1)=C(C)N2 (configuration not stated),99.0,-1.7
CC1=Nc2cc(C(=O)NCCc3ccc(Cl)cc3)ccc2Sc2c(C)ccc(C)c21,109.0,1.6
COc1ccccc1NC(=O)COC(=O)c1ccccc1,101.0,-0.2
CC(=O)Oc1c(Cc2ccccc2)c(=O)oc2ccccc12,101.0,-0.1
CN(C)S(=O)(=O)c1ccc(NC(=O)Cn2c(-c3ccccc3)noc2=O)cc1,104.0,0.4
CCOC(=O)c1c(C)oc2ccc(N(C(=O)Oc3ccccc3)S(=O)(=O)c3ccc(CC)cc3)cc12,103.0,0
O=C(CSc1cn(CC(=O)N2CCCCC2)c2ccccc12)NCc1ccc(F)cc1,113.0,-0.2
COc1cc(NC(=O)COc2ccc(Cl)cc2)c(C(=O)O)cc1OC,100.0,0
N#CCSc1nnc(CNc2ccc(Cl)cc2)n1-c1ccccc1,102.0,0
Cc1ccc(CNC(=O)c2nn(C)c3c2CSc2ccc(C)cc2-3)cc1,107.0,0.2
O=C(COc1ccc(Cl)cc1)Nc1c(F)c(F)c(F)c(F)c1F,104.0,1.1
CC(/C=N/Nc1nc2ccccc2[nH]1)c1ccccc1 (configuration not stated),99.0,-0.1
CCCCNC(=S)Nc1ccc(OC)cc1,101.0,0.1
CCOC(=O)c1c(Nc2ccc(OCC)cc2)nnc(-c2ccccc2)c1-c1ccccc1,103.0,-0.5
COc1ccccc1-n1cc(C(=O)c2ccccc2O)cc(C#N)c1=O,113.0,1.4
O=S(=O)(c1cccc(S(=O)(=O)N2CCOCC2)c1)N1CCOCC1,99.0,-0.2

Record cards, as listed above. Values in the order: Polio RdRp inh, Polio RdRp inh FP z-score
`COc1ccccc1NC(=O)COC(=O)c1ccccc1` is entered as 101.0, -0.2
`CS(=O)(=O)N1CCCc2cc(C(=O)Nc3cccc(C(F)(F)F)c3)ccc21` is entered as 106.0, 0.1
`CC1=Nc2cc(C(=O)NCCc3ccc(Cl)cc3)ccc2Sc2c(C)ccc(C)c21` is entered as 109.0, 1.6
`CCCCNC(=S)Nc1ccc(OC)cc1` is entered as 101.0, 0.1

Continued.
molecule,Polio RdRp inh,Polio RdRp inh FP z-score
CC1=NC(O)(C23CC4CC(CC(C4)C2)C3)C(C)S1 (configuration not stated),102.0,0.2
CC(C)(C)C(=O)Nc1ccc(Cc2ccncc2)cc1,103.0,0.3
CCn1c(SCC(=O)OC2CCCCC2)nnc1-c1ccc(OC)cc1,105.0,1
COc1ccc(C2=NS(=O)(=O)N(C)C(C(=O)NCC(C)C)=C2)cc1OC,106.0,2.3
CCOc1ccccc1N(C)S(=O)(=O)c1ccc2c(c1)CCN2C(=O)CCC(=O)O,100.0,-0.6
CC(=O)Nc1ccc(S(=O)(=O)N2CC(C)OC(C)C2)cc1 (configuration not stated),101.0,-0.2
CC(=O)Nc1ccc(NC(=O)CN2C(=O)CN(C)C(=O)c3ccccc32)cc1,104.0,-0.3
CC(C)Oc1ccc(CNC(=O)c2ccc3nc(SCc4ccc(F)cc4)n(C)c3c2)cc1,115.0,1.3
C/C=C(\C(C)=N\O)c1ccccc1,104.0,0
CC(C(=O)c1ccccc1)[n+]1cccc(Br)c1 (configuration not stated),102.0,0
CC(C(=O)N1CCCCC1)n1c2ccccc2c2cnn(C)c(=O)c21 (configuration not stated),104.0,0.5
CSCc1c(C(=O)NCc2ccc3c(c2)OCO3)oc2ccccc12,102.0,0.1
COc1ccccc1NC(=O)CSc1nc2c(oc3ccccc32)c(=O)n1-c1ccccc1F,104.0,-0.2
O=C(CC1C(=O)N(c2ccccc2)C(=S)N1CCc1ccc(F)cc1)Nc1ccc(F)cc1 (configuration not stated),101.0,-0.2
CC(Sc1nnc(N)s1)C(=O)Nc1cccc2ccccc12 (configuration not stated),103.0,0.5
CCCOC(=O)c1c(NC(=O)C(C)Sc2nc(-c3ccccc3)cc(C(F)(F)F)n2)sc(C(=O)N(C)C)c1C (configuration not stated),99.0,-1
CC1=C(c2ccccc2)S(=O)(=O)NC1=NCc1ccccc1,101.0,-0.4
CO/N=C(/C(=O)NC1C(=O)N2C(C(=O)O)=C(COC(N)=O)CSC12)c1ccco1 (configuration not stated),99.0,-0.2
CCc1ccc(N=Nc2sc3nc4c(c(=O)n(C)c(=O)n4C)n3c2O)cc1,94.0,-1.2
Cc1ccc(C(=O)Nc2ccc(Cl)c(-c3nc4ncccc4o3)c2)c(C)c1,107.0,0.4

Next records:
molecule,Polio RdRp inh,Polio RdRp inh FP z-score
O=C(c1ccc(F)cc1)c1cccnc1,100.0,0
COc1ccc2c(Sc3ccccc3)c(C(=O)NCCN3CCN(C)CC3)[nH]c2c1,105.0,2.2
CCOC(=O)c1[nH]c(C)c(C(=O)NCCc2ccccc2)c1C,108.0,-0.1
CN(C)C(C(=O)NC1CCCC1)c1ccc(Cl)cc1 (configuration not stated),100.0,0
O=C(CSc1ccc(Cl)cc1)Nc1ccccc1,101.0,0.1
COc1cc2nc(CN3CCC(C)CC3)[nH]c(=O)c2cc1OC,94.0,-1.5
COc1ccc2oc(=O)c(C(=O)Nc3ccc(C(=O)O)cc3)cc2c1,107.0,0.5
NC(=O)/C(=C\c1ccco1)NC(=O)c1ccc(Br)cc1,103.0,0.8
CC(=O)c1ccc(NC(=O)c2ccc(-c3nc(COc4ccc(C)cc4)c(C)o3)cc2)cc1,105.0,-0.3
O=C1OCC(CO)N1c1ccccc1 (configuration not stated),90.0*,-1.8*
COc1ccc(-c2nn3c(=O)cc(CN4CCN(C(=O)Nc5ccc(C)c(Cl)c5)CC4)nc3s2)cc1,113.0,1.2
COc1ccc(/C=N/c2nnc(-c3ccccc3)c(-c3ccccc3)n2)c(C(=O)O)c1OC,107.0,0.4
COc1ccc(CNc2nc(-c3ccc(Cl)cc3)cc(C(F)(F)F)n2)cc1,99.0,-1.7
NC(=O)c1ccc(N(S(=O)(=O)C(F)(F)F)S(=O)(=O)C(F)(F)F)cc1,105.0,0.4
COc1ccc(Cl)cc1NC(=O)CN(C)C(=O)c1cccnc1SCc1c(C)noc1C,102.0,-0.2
Cc1ccc(NC(=O)CC(C)S(=O)(=O)c2ccc3c(c2)NC(=O)CO3)c(Cl)c1 (configuration not stated),109.0,0.6
Cc1cc(C)c2cc(C3C(C#N)=C(N)OC4=C3C(=O)CC(C)(C)C4)c(=O)[nH]c2c1 (configuration not stated),100.0,-0.2
CCOc1ccc2c(c1)c(=O)c(C(=O)c1ccc(CC)cc1)cn2CC(=O)Nc1ccccc1OC,107.0,0
COc1cccc(NC(=O)CSc2nnc(NC(=O)NC3CCCCC3)s2)c1,109.0,0.6
C/C(=N/OC(=O)CSc1nc(-c2ccco2)cc(C(F)(F)F)n1)c1ccccc1,102.0,0.4

Following part:
molecule,Polio RdRp inh,Polio RdRp inh FP z-score
CCN(CC)S(=O)(=O)c1cc(-c2nnc(-c3ccc(C)cc3)o2)ccc1C,103.0,-0.1
Cc1ccc(S(=O)(=O)n2nc(C)cc2C)cc1,104.0,0.9
CCn1c(=O)/c(=C\c2ccc(Cl)cc2)s/c1=C(/C#N)C(N)=O,106.0,0.4
O=C(Nc1ccc2oc(-c3ccccc3)nc2c1)c1ccc(Br)cc1,98.0,-0.7
CN1/C(=C\C=C2\C(=O)Oc3ccccc3C2=O)C(C)(C)c2ccccc21,69.0,-6.5
CCCNC(=O)c1cccc(NC(=O)N2CCSc3ncccc32)c1,102.0,0
CCOC(=O)c1ccccc1NC(=O)c1ccc2c(Cl)c3c(nc2c1)CCC3,109.0,0.4
Cc1ccnc(NS(=O)(=O)c2ccc(NC(=O)c3ccc(C)c(C)c3)cc2)n1,107.0,0.5
COC(=O)c1ccc(CSc2nnc(SCC(=O)Nc3ccc4c(c3)OC3(CCCCC3)O4)s2)o1,106.0,0.4

Screening results: PubChem BioAssay, ICCB-Longwood Screening Facility, Harvard Medical School

The list is partial; count on the stated rates, not on these rows.
